Bim-Mcl-1 = inhibitors of Bim peptide binding to Mcl-1, primary screen, biochemical, bead-based flow cytometry, multiplex. AID 1009, 2008. hit rate 0.1% among 190,000. Bim peptide-Mcl-1 binding. Induced myeloid leukemia cell differentiation protein Mcl-1 (Homo sapiens), Q07820. inhibition, % at 10 µM; in the data active = inhibition above about 40%;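 also: 0% = no compound tracer wells and 100% = peptide blocker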
Target sequence (Q07820 whole entry, looked up): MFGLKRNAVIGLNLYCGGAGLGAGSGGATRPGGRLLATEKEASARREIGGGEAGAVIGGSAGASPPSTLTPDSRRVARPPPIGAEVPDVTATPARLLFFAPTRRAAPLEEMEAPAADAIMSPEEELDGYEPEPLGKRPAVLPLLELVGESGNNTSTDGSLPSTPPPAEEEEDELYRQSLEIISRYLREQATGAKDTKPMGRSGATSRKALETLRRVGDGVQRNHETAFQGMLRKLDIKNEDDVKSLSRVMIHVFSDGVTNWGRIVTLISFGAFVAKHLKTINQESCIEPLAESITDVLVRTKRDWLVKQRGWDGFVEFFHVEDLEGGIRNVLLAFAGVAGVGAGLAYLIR
Rab7 wt GTP bind = modulators of GTP binding to Rab7, primary screen, biochemical, wildtype, multiplex bead flow cytometry. Rab7 GTPase wild type (dog), Bodipy-FL-GTP binding. GST-Rab7 beads, fluorescent GTP binding; actives lie on both sides; untreated = 100%, excess cold GTP = 0%. GTP binding activity (percent of control), % at 10 µM. hit rate 0.055% among 190,000;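 active = fluorescent GTP binding to Rab7 beads changed by at least 20 points from the 100% baseline, either direction, mostly lower; inconclusive = compound itself probably fluorescent, or too few beads counted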;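 also: median green fluorescence of bound Bodipy-FL-GTP per Rab7 bead population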
Mcl1 Bid PPI = Mcl-1/Bid binding inhibitors, primary screen, biochemical, TR-FRET, 1536-well; TR-FRET Mcl-1/Bid-Dy647 peptide binding; Induced myeloid leukemia cell differentiation protein Mcl-1 (Homo sapiens), Q07820; inhibition, % at 21.7 µM; hit rate 0.97% among 220,000;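 active = compounds that cut the binding signal by more than half at the single screening dose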;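 also: His-tagged Mcl-1 with europium anti-His antibody binding Bid BH3 peptide; 0% = Mcl-1 plus peptide wells and 100% = peptide-only wells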
Rac1 wt GTP bind = wildtype Rac1 GTP binding modulators, primary screen, biochemical, GST-Rac1 beads, flow cytometry, multiplex. Ras-related C3 botulinum toxin substrate 1 (Homo sapiens), P63000. fluorescent GTP binding; actives lie on both sides; 0 = cold GTP competed, 100 = untreated. GTP binding activity (% of control), % at 10 µM. hit rate 0.27% among 190,000;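 active = GTP binding activity at least 20 points away from the 100% control level, either lower or higher; inconclusive = compound flagged as likely green fluorescent, judged across all proteins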
HRas wt GTP bind = modulators of GTP binding to HRas wildtype, primary screen, biochemical, bead-based flow cytometry, multiplex; GTPase HRas (Homo sapiens), P01112; GST-Ras wt beads, Bodipy-FL-GTP binding; actives lie on both sides; GTP binding activity, % at 10 µM; hit rate 0.14% among 190,000; AID 759, 2007;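 active = GTP binding activity at least 20% away from the 100% baseline, either lowered as inhibitor or raised as activator; inconclusive = flagged as likely green fluorescent, judged across all proteins in the well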;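 also: 0% = unlabeled GTP competition control and 100% = no-compound control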
Target sequence (P01112 whole entry, looked up): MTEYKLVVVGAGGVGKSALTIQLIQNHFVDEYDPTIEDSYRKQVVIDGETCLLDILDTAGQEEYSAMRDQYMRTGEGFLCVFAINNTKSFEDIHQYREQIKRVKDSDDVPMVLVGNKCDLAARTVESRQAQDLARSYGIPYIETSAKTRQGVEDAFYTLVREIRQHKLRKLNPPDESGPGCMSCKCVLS
Pf gamet viab = late stage P. falciparum gametocyte viability inhibitors, primary screen, ATP luminescence, HTS; P. falciparum stage V gametocytes, 24 h; inhibition, % at 10.9 µM; hit rate 0.065% among 150,000;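 active = inhibition above the mean plus 3 SD of compounds within the control limits, set per campaign, cut at about 38% in these data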;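 also: 0% = DMSO wells and 100% = medium only without gametocytes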
Cdc42 wt = modulators of GTP binding to wildtype Cdc42, primary screen, biochemical, multiplex bead flow cytometry, Bodipy-GTP; percent activity (GTP binding), % at 10 µM; GST-Cdc42 beads; actives lie on both sides; hit rate 0.2% among 190,000; AID 761, 2007; Cell division control protein 42 homolog (Homo sapiens), P60953;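 active = percent activity GTP binding at least 20 points away from the 100% baseline, either down as inhibitor or up as activator; inconclusive = compound flagged as likely green fluorescent from well-wide comparison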;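 also: median bead fluorescence of bound Bodipy-FL-GTP at 100 nM; 0% = excess unlabeled GTP control and 100% = no compound control; below 100% means less GTP binding so inhibitor and above means activator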
Target sequence (P60953 whole entry, looked up): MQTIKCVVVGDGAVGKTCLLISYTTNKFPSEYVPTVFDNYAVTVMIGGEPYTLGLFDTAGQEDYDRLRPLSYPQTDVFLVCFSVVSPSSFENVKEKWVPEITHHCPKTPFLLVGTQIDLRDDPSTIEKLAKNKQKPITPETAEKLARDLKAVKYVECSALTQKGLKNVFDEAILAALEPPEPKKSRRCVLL
Avidin fluor = green autofluorescence of compounds with avidin beads – biophysical, 488/530 nm, flow cytometry, artefact control, profiling panel | fluorescence (KMESF) at 10 µM | compound fluorescence 488/530 nm; hits give high values | hit rate 0.38% among 220,000; in the data active = fluorescence above about 47; also: inactives centre near 10
Rac1 mut GTP = GTP binding modulators of activated mutant Rac1, primary screen, biochemical, bead-based flow cytometry, multiplex, fluorescent GTP; Ras-related C3 botulinum toxin substrate 1 (Homo sapiens), P63000; GST-Rac1 activated beads; actives lie on both sides; 100% means binding = to untreated wells; percent activity (GTP binding), % at 10 µM; hit rate 0.11% among 190,000; AID 764, 2007;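 active = GTP binding at least 20 percentage points away from the 100% baseline, in either direction, so actives lie on both sides; inconclusive = Compound likely fluorescent itself, or too few beads counted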
Rab2A wt mod = modulators of GTP binding to Rab2A wildtype, primary screen, biochemical, dog, bead-based flow cytometry, multiplex | hit rate 0.19% among 190,000 | Ras-related protein Rab-2A (Canis lupus familiaris), P61105 | GTP binding activity, % at 10 µM | GST-Rab2 wt beads, Bodipy-GTP binding;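 active = GTP binding activity at least 20 points away from 100%, either lowered or raised; inconclusive = signal likely due to the compound's own green fluorescence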;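 also: 0% = beads with excess unlabeled GTP and 100% = no-compound control corrected for plate trend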
Mcl1 Noxa PPI = Mcl-1/Noxa binding inhibitors, primary screen, biochemical, TR-FRET, 1536-well; TR-FRET Mcl-1/Noxa peptide binding, 2 h; inhibition, % at 21.7 µM; hit rate 1.5% among 220,000;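 active = compounds that cut the protein-peptide binding signal by more than 50% relative to plate controls in a single-dose test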;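 also: His-tagged Mcl-1 with rhodamine Noxa BH3 peptide and terbium anti-His antibody; 0% = Mcl-1 plus Noxa peptide wells and 100% = peptide-only wells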
Active calls of the source: *; u = inconclusive; x = no result given.

Fields: Rac1 mut GTP	Rac1 wt GTP bind	Bim-Mcl-1	Mcl1 Bid PPI	Cdc42 wt	Mcl1 Noxa PPI	HRas wt GTP bind	Rab2A wt mod	Pf gamet viab	Avidin fluor	Rab7 wt GTP bind
O=C1/C(=C/c2ccncc2)SC(=S)N1C1CCS(=O)(=O)C1 (centres undefined)
    102	107	-6	-47	104	-30	103	101	x	37	102
COc1cccc(Oc2ccc3nnc(C(F)(F)F)n3n2)c1
    101	105	3	-4	100	13	97	98	17	10	98
Cc1cccc(-n2cnc(C(=O)NC3CCCCCC3)c2)n1
    100	101	-3	7	101	6	100	98	17	37	97
CCCCc1c(O)nc(SCCC(=O)O)[nH]c1=O
    96	95	0	6	98	4	96	97	x	13	96
CCCCN1C(=O)NC(NC(=O)c2ccco2)(C(F)(F)F)C1=O (centres undefined)
    101	103	0	-9	103	-1	102	102	-6	5	101
NNC(=O)c1oc2ccccc2c1-n1cccc1
    96	97	0	-59	94	2	93	95	15	9	93
Cc1noc(C)c1S(=O)(=O)N1CCC(C(=O)Nc2ccccn2)CC1
    99	103	0	0	103	2	100	101	x	38	99
Cc1cccc(C(=O)NNc2ncnc3c2cnn3C)c1
    98	102	0	-26	99	-2	98	96	-4	11	100
COc1ccc(NC(=O)CSc2ccccc2)c(OC)c1
    101	108	4	-7	101	-6	101	101	x	5	96
CCc1ccc(-c2nc(CN3CCC(C(=O)NCCc4ccc(OC)c(OC)c4)CC3)c(C)o2)cc1
    94	98	1	-41	97	-20	95	94	-8	9	96
CCCN1CCC(NC(=O)Nc2ccc(OC)c(OC)c2)CC1
    93	91	-1	-22	93	6	93	95	x	0	95
Cn1c(Cl)nc2c1c(=O)n(Cc1cccc(Br)c1)c(=O)n2C
    92	95	2	-3	96	-6	96	96	-18	10	97
COc1ccccc1C1=NN(C(=S)Nc2ccccc2)C(c2ccco2)C1 (centres undefined)
    99	100	-1	-34	99	-1	99	100	x	14	101
COC(=O)c1cc(OC)c(OC)cc1-n1cnc2cc(OC)c(OC)cc2c1=O
    97	101	-1	-7	98	5	99	101	x	14	101
Cc1ccc(SCC(=O)N=C2NC(=O)CS2)cc1
    86	92	-4	-1	90	12	92	90	x	10	94

Complete entries, looked up by structure. Screens in order: Rac1 mut GTP | Rac1 wt GTP bind | Bim-Mcl-1 | Mcl1 Bid PPI | Cdc42 wt | Mcl1 Noxa PPI | HRas wt GTP bind | Rab2A wt mod | Pf gamet viab | Avidin fluor | Rab7 wt GTP bind
Cc1cccc(C(=O)NNc2ncnc3c2cnn3C)c1 as listed: 98 | 102 | 0 | -26 | 99 | -2 | 98 | 96 | -4 | 11 | 100
COc1ccccc1C1=NN(C(=S)Nc2ccccc2)C(c2ccco2)C1 (centres undefined) as listed: 99 | 100 | -1 | -34 | 99 | -1 | 99 | 100 | x | 14 | 101
CCCN1CCC(NC(=O)Nc2ccc(OC)c(OC)c2)CC1 as listed: 93 | 91 | -1 | -22 | 93 | 6 | 93 | 95 | x | 0 | 95
CCCCc1c(O)nc(SCCC(=O)O)[nH]c1=O as listed: 96 | 95 | 0 | 6 | 98 | 4 | 96 | 97 | x | 13 | 96
Cc1ccc(SCC(=O)N=C2NC(=O)CS2)cc1 as listed: 86 | 92 | -4 | -1 | 90 | 12 | 92 | 90 | x | 10 | 94

Later entries:
Fields: Rac1 mut GTP	Rac1 wt GTP bind	Bim-Mcl-1	Mcl1 Bid PPI	Cdc42 wt	Mcl1 Noxa PPI	HRas wt GTP bind	Rab2A wt mod	Pf gamet viab	Avidin fluor	Rab7 wt GTP bind
O=C(O)CCN1C(=O)c2ccccc2C1=O
    105	112	0	-4	108	19	104	103	19	7	101
COc1ccc(NC(=O)CSc2nnc(N)s2)c([N+](=O)[O-])c1
    95	105	-4	-23	99	1	101	106	1	11	112
CC(C)CC(=O)Nc1c2c(nn1-c1ccc(F)cc1)CSC2
    98	103	-2	-6	104	-4	101	102	x	5	103
Cc1nn(C)cc1/C=N/NC(=S)Nc1ccccc1
    98	98	-7	-56	97	11	99	96	8	18	96
COCCN(C(=O)Nc1ccc(OC)cc1OC)C1CCN(C(C)=O)CC1
    99	100	0	x	101	x	100	99	x	14	97
COc1cccc(-n2c(SCC(=O)OC(C)C)nnc2-c2cccnc2)c1
    94	93	-1	-6	92	0	93	93	9	8	96
COc1ccc(/C=C/C(=O)c2ccccc2)cc1Cn1nnc2ccccc21
    102	104	-3	-17	98	12	101	100	-31	3	102
CCN(c1cccc(C(F)(F)F)c1)S(=O)(=O)c1ccc2c(c1)CCN2C(C)=O
    98	102	-5	-5	94	-4	97	96	10	4	91
CC(O)CCc1ccc(O)cc1 (centres undefined)
    98	100	0	-9	99	3	98	98	8	11	104
CCc1nc2c(sc3nc4c(cc32)COC(C)(C)C4)c(=O)n1Cc1ccccc1
    99	100	1	-2	101	-5	102	101	14	8	102
COC(=O)Cn1c(=O)oc2ccc(C)cc21
    98	100	-1	-35	100	11	96	98	-6	13	93
Fc1ccc(Nc2nc(Oc3ccccc3F)nc(N3CCCC3)n2)cc1
    104	107	0	4	104	3	103	99	x	33	100
CCSc1nn2c(=O)c3ccccc3nc2s1
    91	85	9	-9	95	0	92	90	x	3	87
CCOC(=O)c1sc(N(Cc2ccccc2)C(=O)COC(=O)c2ccc(O)cc2)nc1C
    97	97	0	26	98	-2	99	97	4	3	100
NS(=O)(=O)c1ccc(NC=C2C(=O)OC3(CCCCC3)OC2=O)cc1
    101	106	0	-14	105	-1	101	102	0	29	100

3 of the entries above in order of the Cdc42 wt value, lowest first.
mol	Bim-Mcl-1	Mcl1 Bid PPI	Cdc42 wt	Mcl1 Noxa PPI	HRas wt GTP bind	Rab2A wt mod	Avidin fluor	Rab7 wt GTP bind
Cc1nn(C)cc1/C=N/NC(=S)Nc1ccccc1	-7	-56	97	11	99	96	18	96
COCCN(C(=O)Nc1ccc(OC)cc1OC)C1CCN(C(C)=O)CC1	0	x	101	x	100	99	14	97
Fc1ccc(Nc2nc(Oc3ccccc3F)nc(N3CCCC3)n2)cc1	0	4	104	3	103	99	33	100

(continued)
Fields: Rac1 mut GTP	Rac1 wt GTP bind	Bim-Mcl-1	Mcl1 Bid PPI	Cdc42 wt	Mcl1 Noxa PPI	HRas wt GTP bind	Rab2A wt mod	Pf gamet viab	Avidin fluor	Rab7 wt GTP bind
Clc1ccc(CNC2CCCC2)cc1
    97	98	-2	1	97	8	96	96	x	31	98
Cc1ccc(C(=O)CC2(O)C(=O)N(C)c3ccccc32)o1 (centres undefined)
    101	107	-4	-4	106	-7	101	102	x	27	103
O=C(CCNC(=O)c1ccccc1)Oc1ccc([N+](=O)[O-])cc1
    u	u	0	1	u	4	u	u	-11	12	u
O=C(C1CCC1)N1CCc2cc(S(=O)(=O)NCC3COc4ccccc4O3)ccc21 (centres undefined)
    88	96	-2	-7	93	-12	94	90	x	5	94
O=C(NCc1ccco1)c1cc(-c2ccc3c(c2)OCO3)on1
    97	103	-6	-7	102	-5	99	101	-11	18	101
COc1ccc(OC)c(NC(=O)N2CCCC(C(=O)c3ccccc3OC)C2)c1 (centres undefined)
    97	101	0	-62	98	1	98	101	x	12	99
O=C(NC(=S)Nc1ccc(Cl)cn1)C(c1ccccc1)c1ccccc1
    103	105	-5	-36	109	7	107	110	7	11	101
O=S1(=O)N=C2CCCCCN2C(c2ccccc2)N1 (centres undefined)
    100	101	-2	-2	97	10	97	96	-1	12	98
O=C(O)C1CC=CCC1C(=O)N1CCN(c2nc(-c3ccccc3)c3ccccc3n2)CC1 (centres undefined)
    99	98	-3	-10	101	2	98	98	5	35	97
CCc1cccc(C)c1N(C(=O)Cn1c(CO)nc2ccccc21)C(C)COC (centres undefined)
    98	101	3	1	98	17	97	97	-9	5	99
COC(=O)c1ccc(S(=O)(=O)N2C3CCC2CC(NC(=O)C2CC2)C3)cc1 (centres undefined)
    101	107	-5	-36	107	-8	102	101	5	13	103
Cc1cccc(NC(=S)NNC(=O)CC(C)O)c1C (centres undefined)
    100	97	-2	-24	98	-6	100	102	x	16	104
COC(=O)c1scc(C)c1NC(=O)Nc1ccccc1
    94	95	-5	-10	97	-1	98	94	x	14	93
C#CCOc1nc(OCC#C)nc(OCC#C)n1
    94	98	-5	-2	98	3	95	97	-8	9	97
O=[N+]([O-])c1ccc(C=Nc2ccc(Cl)cc2Cl)s1
    u	u	-7	2	u	4	u	u	x	37	u
CCOC(=O)C1C(c2ccccc2)C(C(=O)OCC)S(=O)(=O)C(CCN(CC)CC)S1(=O)=O (centres undefined)
    97	98	14	-15	97	-5	97	99	9	10	101
COc1ccc(C)cc1-n1c(N)c(C#N)c(C#N)c1-c1ccc(OC)c(OC)c1OC
    97	100	-5	-22	99	7	101	100	x	33	102
COCCn1c(-c2ccc(Cl)cc2)nc2c(c(=O)c3ccccc3n2C)c1=O
    99	98	-4	-26	98	12	100	98	26	19	100
Cc1ccc(NC(=O)CS(=O)CC(=O)NCC2CCCO2)cc1 (centres undefined)
    100	103	-4	-27	106	-9	102	103	x	15	100
Cn1ncc(N=Cc2ccccc2)c1C(N)=O
    100	105	-1	-51	103	-12	101	101	11	4	98
O=C(COC(=O)c1c(Cl)cccc1Cl)Nc1cc(Cl)ccc1Oc1ccccc1
    101	106	-6	-7	103	20	101	101	1	24	101
O=C(CCc1ccc(S(=O)(=O)N2CCOCC2)cc1)Nc1nccs1
    100	107	-5	-15	104	1	104	105	x	15	106
CC(=O)N1CCN(c2ccc(NC(=O)c3ccc4c(c3)OCCO4)cc2Cl)CC1
    95	98	3	-14	97	12	97	98	x	6	100
Cc1ccc(CNC(=O)Cc2noc3ccccc23)cc1
    97	101	0	-17	100	18	98	97	18	10	94
C=CCN(Cc1cccc(OC)c1OC)S(=O)(=O)N(C)C
    94	96	-2	-12	98	12	97	95	x	20	95
CC(C)Oc1ccc(C(CC(=O)O)n2cnnn2)cc1 (centres undefined)
    u	u	0	-7	u	5	u	u	12	25	u
Cc1cccc(C)c1N(Cc1ccccc1F)S(C)(=O)=O
    94	94	3	-25	94	6	92	95	x	11	97

Screening data: PubChem BioAssay, several laboratories
